# NOD1 NF-kB reporter: inhibition of NOD1-driven NF-kB reporter – cell-based, luminescence, uHTS, primary screen (AID 1578); inhibition, % at 4 µM; hits with a dose series show EC50 in µM; NOD1-driven NF-kB luciferase reporter cells, luminescence; higher % means a stronger effect; 290,000 tested, 1% active; in the data active = inhibition mostly above about 36%, no sharp cut-off; inactive = mostly below about 34%;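 note: HEK-293T reporter cells stimulated with the NOD1 agonist gamma-tri-DAP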
# Rac1 GTP hydrolysis: MgcRacGAP GTPase-activating activity inhibitors, confirmation, biochemical, ADP Hunter fluorescence | inhibition, % at 30 µM; hits with a dose series show IC50 in µM | 340,000 tested, 0.6% active | AID 624330 | MgcRacGAP-stimulated Rac1 GTP hydrolysis, ADP Hunter fluorescence; higher % means a stronger effect; GST-tagged Rac1 F28L mutant substrate;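 active = first-screen hits whose inhibition reached a set limit at any dose in the follow-up dose series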;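 note: fluorescence reports GDP produced by GAP-driven GTP hydrolysis; strong numbers were not always called active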
# GPR55 activation: selective activators of receptor GPR55 – imaging, U2OS cells, beta-arrestin-GFP redistribution, primary screen (AID 1961); U2OS GPR55 beta-arrestin-GFP redistribution imaging; higher % means a stronger effect; one-dose activation, % at 10 µM; EC50 in µM for titrated hits; 290,000 tested, 0.048% active;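 active = activation above 40% with more than 50 cells counted in the well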;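 note: U2OS osteosarcoma cells stably expressing GPR55 and beta-arrestin-GFP; plate controls were DMSO negative control for no effect and LPI positive control for full effect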
# NTR1 ag: agonists of NTR1, primary screen, imaging, U2OS cells, beta-arrestin-GFP, high content (AID 493036). NTR1-U2OS beta-arrestin-GFP spot imaging, agonist mode. P30989. 330,000 tested, 0.17% active. activation, % at 20 µM;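 active = activation at or above 40% of the spot to cytoplasm intensity ratio, with at least 20 cells analyzed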;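 note: 0% = DMSO without peptide and 100% = 100 nM NTR1 peptide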
# Target sequence (P30989 whole entry, looked up): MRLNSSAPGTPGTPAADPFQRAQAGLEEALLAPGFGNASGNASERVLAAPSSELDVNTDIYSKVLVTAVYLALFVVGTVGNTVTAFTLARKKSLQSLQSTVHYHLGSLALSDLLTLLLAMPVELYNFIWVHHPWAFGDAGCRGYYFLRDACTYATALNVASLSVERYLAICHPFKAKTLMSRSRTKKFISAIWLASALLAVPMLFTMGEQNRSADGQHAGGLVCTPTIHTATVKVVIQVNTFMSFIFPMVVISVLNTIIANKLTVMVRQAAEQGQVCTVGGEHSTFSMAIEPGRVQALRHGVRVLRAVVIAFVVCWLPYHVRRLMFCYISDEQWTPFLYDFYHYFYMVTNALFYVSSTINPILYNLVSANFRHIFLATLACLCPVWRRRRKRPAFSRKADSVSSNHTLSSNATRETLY
# GPR55 antagonists: GPR55 antagonists blocking LPI-driven arrestin recruitment, primary screen, imaging, U2OS, beta-arrestin-GFP, LPI agonist (AID 2013); U2OS GPR55 beta-arrestin-GFP translocation imaging, LPI antagonism; higher % means a stronger effect; inhibition, % at 10 µM; hits with a dose series show IC50 in µM; 290,000 tested, 0.13% active;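 active = spots per cell inhibited over 60%, with over 100 cells counted and total cytoplasm intensity under 500,000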;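 note: U2OS cells stably carrying GPR55 and arrestin-GFP stimulated by 5 µM LPI near EC80; imaged beta-arrestin-GFP aggregate spots per cell after agonist stimulation; plate controls were LPI-stimulated DMSO wells for no effect and DMSO wells without LPI for full effect; some results filed as inactive read as strong as hits; confirmed hits need IC50 under 10 µM and bright autofluorescent wells are also inconclusive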
# K1F lysis inhibition: inhibition of K1F phage lysis, E. coli UTI89, bacterial capsule biogenesis inhibitors, alamar blue (AID 488966); E. coli UTI89 K1F phage lysis, alamar blue, 2 h; higher % means a stronger effect; inhibition, % at 100 µM; hits with a dose series show IC50 in µM; 340,000 tested, 0.02% active;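 active = phage lysis inhibition, versus mean bacterial control, above a set limit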;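 note: capsule biogenesis inhibitors block K1F phage lysis so surviving cells raise fluorescence; higher fluorescence means more inhibition of phage lysis; actives were called in the ten point dose series up to 300 µM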
# GPR35 antagonists: GPR35 antagonists blocking zaprinast-driven arrestin recruitment, primary screen, imaging, U2OS, beta-arrestin-GFP, zaprinast agonist (AID 2058). U2OS GPR35 beta-arrestin-GFP translocation imaging, zaprinast antagonism; higher % means a stronger effect. inhibition, % at 10 µM, or IC50 in µM where a hit was titrated. 290,000 tested, 0.052% active;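 active = inhibition of at least 50% with at least 30 cells and total cytoplasm GFP at most 10,000,000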
# KOR beta-arrestin-1: kappa opioid receptor blockers – cell-based, luminescence, uHTS (AID 1778); 290,000 tested, 0.091% active; KOR beta-arrestin recruitment, luminescence, antagonist mode; higher % means a stronger effect; inhibition, % at 10 µM; hits with a dose series show IC50 in µM; in the data active = inhibition above about 50%; note: strong numbers were not always called active
# KOR beta-arrestin-2: KOR agonists, beta-arrestin recruitment, primary screen, cell-based, luminescence, uHTS (AID 1777). KOR beta-arrestin recruitment, luminescence; higher % means a stronger effect. activation, % at 10 µM; hits with a dose series show EC50 in µM. 280,000 tested, 0.02% active; in the data active = activation above about 50%, passing the limit was not always enough; note: a part of the inactive calls stands beside numbers as strong as those of hits
# NTR1 ag cell count 20 µM: recorded beside NTR1 ag, whose call it bears; cell count; measured here: cell count, cytotoxicity flag
# * hit, by the source's call; · = not tested or not shown; [ ] = dose if it differs, or a comment. Not all compounds are listed, so the mix of outcomes need not match the whole.
SMILES,NOD1 NF-kB reporter,Rac1 GTP hydrolysis,GPR55 activation,NTR1 ag,NTR1 ag cell count 20 µM,GPR55 antagonists,K1F lysis inhibition,GPR35 antagonists,KOR beta-arrestin-1,KOR beta-arrestin-2
CCC(=O)Nc1ccc(C(=O)NNC(=O)C2CCCCC2)cc1,-38%,3%,-0.1%,-0.4,55,13%,0.1%,-3%,36%,-0.5%
C[C@@H]1CN(Cc2nc(-c3cnccn3)no2)C[C@H](C)O1,-27%,6%,-0.1%,-0.1,46,-4%,0.5%,5%,-13%[20 µM],8.9%
O=C(CNC(=O)c1sc2ccccc2c1Cl)NCc1ccccc1,-35%,4%,-0.1%,-0.8,69,15%,-0.1%,9%,9%,-4.6%
CCCNC(=O)c1ccc(N2CCC3(CC2)CC(c2ccccc2)=NO3)c(NC(=O)c2ccc(Br)cc2)c1,27%,-3%,1.7%,1.5,101,12%,3.2%,-3%,-23%[20 µM],-0.4%
COc1ccccc1NC1=NC(c2ccc(Cl)cc2)N=C(N)N1 (stereo not given),-10%,8%,-0.3%,-0.1,101,-14%,0.3%,2%,-1%,-1.9%
COC(=O)c1ccc(-n2nnnc2SCc2nn[nH]n2)cc1,-19%,4%,0.1%,-2.0,92,16%,-0.3%,-12%,-12%,-2.7%
CCOc1ccccc1NC(=O)Cn1c(=O)sc2ccccc21,-9%,5%,0.2%,1.0,44,0%,0.2%,-6%,11%[20 µM],·
CCCCCC1C/C(=N\O)C=C(C)C1C(=O)OC (stereo not given),3%,·,-0.1%,0.3,63,3%,·,3%,6%,-1.7%
CNC(=O)c1sc(SC)cc1-c1ccc(Cl)cc1,14%,7%,0.1%,1.2,43,11%,0.3%,-1%,3%,-1.3%
CN(C)c1ccc(CNc2ccc3c(c2)ncn3C(C)(C)C)cc1,-13%,1%,-0.1%,1.6,98,6%,0.3%,6%,-10%,-2.0%
O=C(Nc1cc(S(=O)(=O)N2CCOCC2)ccc1N1CCOCC1)c1cnccn1,-18%,10%,0.1%,1.6,82,14%,0.1%,-2%,-4%,-2.4%
CN(CCNC(=O)c1cccc(N2CCCC2=O)c1)Cc1ccccc1,-12%,0%,-0.1%,-2.9,93,-7%,1.4%,20%,-18%,2.6%
CCOCC(=O)Nc1cc(Cl)ccc1C,-32%,1%,-0.1%,2.2,30,-7%,-0.5%,-2%,-15%[20 µM],·
Cn1cccc1/C=N\NC(=O)C1COc2ccc(C(C)(C)C)cc2O1 (stereo not given),-13%,2%,-0.1%,4.3,62,1%,1.0%,-1%,-59%,2.3%
COc1cc(C=O)ccc1OC(=O)N1CCOCC1,-1%,9%,0.3%,-1.0,40,0%,0.1%,8%,-1%,-1.6%
Cc1nc2oc(C(=O)c3ccccc3)c(N)c2c2c1COC(C)(C)C2,-54%,-3%,0.8%,7.2,64,-3%,-0.4%,1%,20%,5.1%
CCCn1c(SCC(=O)NC2CC2)nnc1-c1ccccn1,-19%,4%,0.5%,-0.7,63,-4%,0.3%,15%,-20%,5.0%
Cc1ccc(C(=O)C(OC(=O)COc2ccccc2C)c2ccccc2)cc1 (stereo not given),4%,5%,0.0%,-3.9,102,8%,0.1%,7%,-36%,-0.7%
CN(Cc1cnn(C)c1)C(=O)C1CCC(=O)N(Cc2cccc(F)c2)C1 (stereo not given),2%,9%,-0.1%,-0.2,60,-3%,1.9%[50 µM],16%,8%,-3.3%
O=C(Nc1cccc(F)c1)c1ccc(S(=O)(=O)N2CCCCC2)cc1,-6%,-6%,-0.1%,1.6,65,-8%,-0.2%,-10%,-2%,0.4%
CCN1C(=O)[C@H]2[C@@H](c3ccc(OC)cc3)N3C(=O)CN(Cc4ccccc4)C(=O)[C@@]3(Cc3ccccc3)[C@H]2C1=O,-29%,5%,-0.2%,-0.6,109,1%,0.3%,1%,-14%[20 µM],-0.6%
Cc1nn(Cc2ccc(Cl)cc2)c2sc(C(=O)OCC(N)=O)cc12,6%,10%,-0.1%,0.0,48,3%,-0.5%,-8%,-65%,4.4%
CC(C(=O)NCC1CCCCC1)N(C)Cc1cccc(Cl)c1 (stereo not given),-8%,4%,-0.5%,3.9,26,-20%,1.1%,0%,-28%,3.7%
O=C(Cn1nc(-c2ccccc2)ccc1=O)NCc1ccc2c(c1)OCO2,-12%,5%,-0.1%,-0.1,59,7%,0.3%,19%,-31%,1.2%
COc1cccc(C(=O)/C=C/c2ccc(SC)cc2)c1,30%,8%,15%,0.6,87,23%,6.8%,-2%,12%,0.8%
# Next structures follow:
SMILES,NOD1 NF-kB reporter,Rac1 GTP hydrolysis,GPR55 activation,NTR1 ag,NTR1 ag cell count 20 µM,GPR55 antagonists,K1F lysis inhibition,GPR35 antagonists,KOR beta-arrestin-1,KOR beta-arrestin-2
Cc1cc(OCC(=O)N(Cc2ccccc2)C2CCS(=O)(=O)C2)ccc1Cl (stereo not given),-12%,4%,-0.1%,1.3,51,4%,0.3%,14%,-17%,1.1%
CCC(C)[C@H]1COCCS(=O)(=O)N1Cc1ccccc1 (stereo not given in full),-4%,8%,-0.2%,-0.4,94,-1%,0.4%,0%,-17%[20 µM],-0.4%
COc1ccc(C(=O)NC(C)CCCC(C)(C)O)cc1OC1CCN(C(C)=O)CC1 (stereo not given),-24%,9%,-0.3%,1.8,59,-4%,-0.6%,4%,-59%,2.1%
Cc1nnc(Sc2nc3c(c(=O)[nH]c(=O)n3C)n2Cc2ccccc2)s1,-6%,2%,-0.1%,2.7,66,-7%,1.5%,-7%,42%,-5.2%
CCN(CC)C(=O)C(C)OC(=O)c1ccc(O)cc1 (stereo not given),8%,0%,0.0%,-1.6,75,-19%,0.4%,-2%,-36%,2.4%
CCn1c(=NC(=O)CSC(C)=O)sc2cc(OC)ccc21,-10%,7%,-0.4%,2.8,48,6%,-2.3%,-9%,3%,-5.3%
Cc1ccc(CCNC(=O)c2nnc(CS(=O)(=O)c3ccccc3)o2)cc1,0%,3%,-0.1%,-0.9,50,-2%,0.3%,1%,8%[20 µM],-6.1%
COc1ccc(-c2csc(NC(=O)c3nc(-c4ccccc4)oc3C)n2)cc1,14%,-1%,-0.1%,1.3,53,0%,0.4%,4%,-7%,-3.0%
CCc1c(C)sc(NC(=O)c2cc(C(C)C)on2)c1C#N,4%,9%,0.2%,0.6,64,-1%,-0.5%[50 µM],-5%,6%,-2.1%
N#CCSc1nnc2ccc3ccccc3n12,-4%,4%,-0.1%,-0.5,52,-5%,-0.8%[50 µM],10%,13%,-3.2%
Cc1nc(-c2ccccc2)sc1C1(C)CC(c2cccc([N+](=O)[O-])c2)=NO1 (stereo not given),-11%,16%,-0.2%,-0.7,99,6%,1.5%,-6%,23%,-2.9%
Cc1nc2sccn2c(=O)c1S(=O)(=O)NCC(C)c1ccccc1 (stereo not given),-14%,0%,0.0%,-2.4,52,9%,-0.5%,13%,6%[20 µM],-3.3%
Cc1ccccc1C1c2[nH]c3ccccc3c2C[C@H]2C(=O)N(C3CCN(Cc4ccccc4)CC3)CC(=O)N12 (stereo not given in full),-12%,8%,-0.1%,4.0,85,5%,0.4%,0%,17%,-4.9%
CCc1ccc(CNC(=O)CCn2nc(C)c3c(C)n(-c4ccccc4)nc3c2=O)cc1,-15%,12%,-0.1%,1.0,49,6%,0.1%,-3%,-3%,5.1%
Cc1occc1-c1nnc(SCc2cc(=O)n3cc(Br)ccc3n2)n1C,7%,·,-0.1%,-0.5,80,4%,·,17%,5%,-1.5%
COc1ccccc1CNS(=O)(=O)c1ccc2c(c1)N(C(C)=O)CC(C)S2 (stereo not given),·,3%,1.0%,1.5,45,9%,0.0%,4%,5%,-0.2%
O=C(NCC1CCCO1)c1cc2c(s1)CS(=O)(=O)C2 (stereo not given),-7%,2%,-0.1%,1.2,45,1%,4.0%,5%,-43%,-0.4%
CCCc1nnc(SCC(=O)Nc2ccc(OC)cc2)n1N,-4%,4%,-0.2%,1.7,71,-3%,-4.2%,6%,4%,-0.7%
CC(NC(=O)CC1Nc2ccccc2NC1=O)c1ccccc1 (stereo not given),-22%,10%,0.1%,-0.7,41,4%,-0.1%,20%,3%,-1.4%
Cc1nc(CNC(=O)c2ccccc2OC2CCN(S(C)(=O)=O)CC2)cs1,-35%,7%,-0.2%,1.2,47,1%,-0.1%,14%,-14%,2.2%
COCC(=O)Nc1ccc2c(c1)OCO2,-5%,3%,-0.1%,2.0,42,-12%,0.9%,16%,-33%[20 µM],·
COc1cccc(C(=O)OC(C)CN2CCCC2)c1 (stereo not given),-2%,5%,-0.3%,-3.3,63,10%,-1.5%,-1%,-4%,-0.9%
COc1ccc2nc(NC(=O)CCc3cc(OC)c(OC)c(OC)c3)sc2c1,19%,11%,-0.2%,1.2,37,9%,-0.4%,4%,-5%,-3.0%
CCCCCCN1Cc2ccccc2C1,5%,10%,-0.2%,-0.3,62,21%,0.3%,11%,16%,0.0%
CC(C)N=C1NN=C(c2ccc(F)cc2)CS1,-6%,13%,-0.6%,1.1,62,0%,0.8%,-2%,-10%,-2.7%
# (list continues)
SMILES,NOD1 NF-kB reporter,Rac1 GTP hydrolysis,GPR55 activation,NTR1 ag,NTR1 ag cell count 20 µM,GPR55 antagonists,K1F lysis inhibition,GPR35 antagonists,KOR beta-arrestin-1,KOR beta-arrestin-2
Cc1cc(S(=O)(=O)c2cc3ccc(O)c(C)c3oc2=O)ccc1F,-5%,5%,-0.1%,3.2,88,-1%,1.0%,-4%,15%,-4.7%
CCC(CC)CN1C(Nc2ccccc2)=NC[C@@H]1CC(C)C,-14%,7%,0.0%,7.5,92,7%,5.6%,17%,-35%[20 µM],5.2%
O=C(NCCc1cccc(C(F)(F)F)c1)C1CCC(=O)N(C2CC2)C1 (stereo not given),-30%,6%,0.0%,-0.2,63,16%,0.0%,4%,9%,-1.3%
CCc1ccccc1NC(=O)C1CCCN1S(=O)(=O)c1ccc(-c2ccc(=O)[nH]n2)s1 (stereo not given),-3%,3%,-0.2%,1.2,67,8%,-0.2%,15%,-20%,-3.7%
CC1=C(C(=O)OCC(C)C)C(c2cccc(F)c2)N2C(=O)C(C)SC2=N1 (stereo not given),22%,7%,-0.4%,3.7,33,-2%,-0.7%,-4%,3%,-1.5%
COc1ccc(Cl)cc1NC(=O)C1CCCN(S(=O)(=O)c2cccc3nonc23)C1 (stereo not given),-11%,2%,0.1%,·,·,-3%,-0.2%,-13%,-4%,-7.4%

# Bioassay records deposited in PubChem BioAssay by several laboratories.
